Compound activity (PubChem BioAssay)
STEP block: blocks human striatal-enriched tyrosine phosphatase. P54829. AID 588621. 360,000 tested, 0.25% active. inhibition, % at 20 µM. recombinant STEP, OMFP fluorogenic substrate, fluorescence;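 active = inhibition at 20 µM, scaled per plate between control wells, above about 37%, limit read from the data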;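 note: 0% = DMSO with enzyme and substrate and 100% = substrate only without enzyme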
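Material: STEP (striatal-enriched tyrosine phosphatase) enzyme, cell-free | Medium: 50 mM Bis-Tris pH 6.0 with 2.5 mM DTT and 0.005% Tween 20 | Read-out: Percent inhibition scaled to no-enzyme and uninhibited-enzyme controls, plate-pattern corrected | Signal: Fluorescence read at 480 nm ex / 540 nm em | Times: 20 min reaction, room temperature, in the dark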
DNMT1 block: DNMT1 (human) enzyme inhibition. inhibition (reported as % activation of signal), % at 10 µM. 360,000 tested, 0.83% active. DNMT1 molecular beacon, Hinp1I cleavage, fluorescence. P26358; in the data active = inhibition above about 50%
NadD inh: NadD (S. aureus) enzyme inhibition; 360,000 tested, 0.78% active; purified NadD enzyme, colorimetric absorbance read-out; inhibition, % at 20 µM; in the data active = inhibition above about 26%; note: some compounds past the cut are filed as inactive
CSN deneddyl inh: inhibitors of human CSN-mediated cullin deneddylation; Q92905; Purified CSN, SCF-Nedd8-OG deneddylation, fluorescence polarization; inhibition, % at 12.5 µM; 360,000 tested, 0.38% active; AID 651999;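 active = pattern-corrected inhibition above about 35%, with an unprinted fluorescence ratio check between 0.5 and 1.5, limit read from the data, passing the limit was not always enough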;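 note: 0% = enzyme with substrate and 100% = substrate without enzyme; some results filed as inactive read as strong as hits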
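Assay system: purified human Csn5 enzyme expressed in HEK293T cells; measure: % inhibition; also added: SCFSkp2-Nedd8OG substrate at 10 nM final; technique: fluorescence polarization; times: reaction 90 min, room temperature; medium: Tris buffer pH 7.5, NaCl, DTT, Tween-20, trehalose, ovalbumin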
TbMetRS inhib: blocks T. brucei methionyl-tRNA synthetase activity. purified T. brucei MetRS, ATP depletion, Kinase-Glo luminescence. inhibition, % at 11.9 µM. 360,000 tested, 0.4% active;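 active = inhibition above a per-plate cutoff of the control wells' mean inhibition plus 3 SD, cut at about 5.5% in these data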;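 note: 0% = DMSO wells median and 100% = median of wells with control inhibitor compound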
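System: purified T. brucei MetRS enzyme / Detection: Kinase-Glo luciferase luminescence reporting remaining unconsumed ATP / Medium: HEPES buffer with MgCl2, KCl, DTT, spermine, BSA, pyrophosphatase / Replication: singlicate, one well per compound / Evaluation: percent inhibition relative to median high and low control wells / Schedule: 2 h aminoacylation at 25 °C after 15 min preincubation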
PABP1 MLLE inh: inhibitors of microRNA-mediated deadenylation, human PABP1 MLLE binding. P11940. GST-MLLE / FITC-PAM2 fluorescence polarization. inhibition, % at 20 µM. 360,000 tested, 0.36% active; in the data active = inhibition above about 35%, passing the limit was not always enough;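 note: plate controls were DMSO wells with GST-MLLE for no effect and wells lacking GST-MLLE protein for full effect; some results filed as inactive read as strong as hits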
Target sequence (P11940 whole entry, looked up): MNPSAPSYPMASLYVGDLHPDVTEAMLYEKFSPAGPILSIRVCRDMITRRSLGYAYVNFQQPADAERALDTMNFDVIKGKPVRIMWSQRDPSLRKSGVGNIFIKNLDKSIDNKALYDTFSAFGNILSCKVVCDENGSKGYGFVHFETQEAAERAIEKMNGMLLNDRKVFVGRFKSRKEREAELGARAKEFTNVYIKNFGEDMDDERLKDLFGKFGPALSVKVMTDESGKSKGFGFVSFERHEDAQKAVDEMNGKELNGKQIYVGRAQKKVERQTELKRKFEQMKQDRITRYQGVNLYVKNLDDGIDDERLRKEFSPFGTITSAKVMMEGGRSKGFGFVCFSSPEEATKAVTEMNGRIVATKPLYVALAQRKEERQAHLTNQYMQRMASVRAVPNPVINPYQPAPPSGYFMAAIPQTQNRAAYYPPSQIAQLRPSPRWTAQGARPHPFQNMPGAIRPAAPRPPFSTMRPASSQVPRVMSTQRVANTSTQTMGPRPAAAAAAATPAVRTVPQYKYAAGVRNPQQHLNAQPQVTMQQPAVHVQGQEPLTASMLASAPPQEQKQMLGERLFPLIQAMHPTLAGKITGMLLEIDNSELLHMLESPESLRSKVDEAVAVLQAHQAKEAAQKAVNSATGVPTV
Rpn11 block: blocks the human proteasome subunit Rpn11; human 26S proteasome, Ub4-pepOG fluorescence polarization; 20S core pre-blocked with epoxomicin; calls only at 20 µM; 360,000 tested, 0.59% active;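 active = inhibition at 20 µM, scaled to each plate's controls, above about 33%, limit read from the data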
Scp1 inh: blocks human Scp-1 phosphatase activity | AID 493091 | 340,000 tested, 0.88% active | inhibition, % at 20 µM | Recombinant Scp1, phosphopeptide, malachite green phosphate absorbance;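 active = inhibition above about 50% at 20 µM, limit read from the data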;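 note: plate controls were DMSO wells with enzyme for no effect and wells lacking enzyme for full effect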
Target sequence (Q9GZU7 76-261 limits assumed): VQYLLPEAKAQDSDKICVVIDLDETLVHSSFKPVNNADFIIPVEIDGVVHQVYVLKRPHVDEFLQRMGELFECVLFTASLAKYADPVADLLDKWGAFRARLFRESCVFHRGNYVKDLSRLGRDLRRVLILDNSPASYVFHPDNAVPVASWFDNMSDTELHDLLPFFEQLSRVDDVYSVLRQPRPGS
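Material: truncated SCP-1 phosphatase (76-261aa) / Buffer or medium: 50 mM Tris acetate pH 5.5, 0.005% Tween-20, 10 mM MgCl2 / Compound dosing: one concentration, 20 µM, with 1.0% DMSO / Incubation: 45 min room-temperature reaction, 5 min colour, 30 min stabiliser / Detection: colorimetric free-phosphate detection, absorbance 630 nm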
LMPTP block: blocks human LMPTP phosphatase; P24666; 360,000 tested, 0.22% active; recombinant LMPTP-A, OMFP fluorogenic substrate, fluorescence intensity; inhibition, % at 20 µM;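 active = compounds that cut the enzyme signal by at least half of the control window in the single-dose screen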;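 note: plate controls were DMSO wells with enzyme plus substrate for no effect and substrate without enzyme for full effect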
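test system = LMPTP-A | amount = 0.625 nM LMPTP-A final | reagent = fluorogenic phosphatase substrate OMFP at 400 µM final | incubation = 50 min at room temperature | benchmarks = no-enzyme low control, uninhibited high control | medium = Bis-Tris pH 6.0, DTT, detergent | signal = fluorescence intensity of OMFP turnover product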
SUMO1-SIM PPI: alters human SUMO1 binding to SIM partners; P63165; SUMO1 binding to a labelled peptide, TR-FRET, 1 h; inhibition, % at 20 µM; 360,000 tested, 0.33% active; AID 602429; in the data active = inhibition above about 37%
Target sequence (P63165 whole entry, looked up): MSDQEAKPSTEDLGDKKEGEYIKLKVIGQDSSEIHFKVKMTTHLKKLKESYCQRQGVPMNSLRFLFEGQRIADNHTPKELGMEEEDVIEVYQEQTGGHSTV
Numbers without * were called inactive; i = inactive; x = no result given; + = active, no number.

STEP block	DNMT1 block	NadD inh	CSN deneddyl inh	TbMetRS inhib	PABP1 MLLE inh	Rpn11 block	Scp1 inh	LMPTP block	SUMO1-SIM PPI	SMILES
-7	-4	4	-1	-1.3	-9	i	0	-0.7	-5	COCCCN1C(=O)C(=O)/C(=C(/O)c2ccc(OC(C)C)cc2)C1c1cccnc1 (stereo not drawn)
-3	-1	-4	-2	-0.4	-1	i	-5	-0.7	-3	CCCCNC(=O)C1CC(c2c(Cl)cccc2Cl)=NO1 (stereo not drawn)
0	-9	0	4	-0.3	-4	i	-4	-3.0	2	CC(=O)Nc1ccc(-c2csc(NC(=O)CCNC(=O)c3ccco3)n2)cc1
2	4	-3	-5	0.0	-2	i	23	1.1	3	Cc1ccc(NC(=O)Cn2nc(C(F)(F)F)c3c2CCC3)cc1
3	-4	-4	-1	-0.2	2	i	-2	3.0	6	CSc1nc(C)c2c(n1)N(c1cccc(C)c1)CC2
1	-2	19	8	-0.7	17	i	-1	2.1	-2	C#CCSc1nccc(-c2nn(-c3ccc(C)cc3)ccc2=O)n1
1	-13	4	7	-0.2	-26	i	-6	4.0	-1	COc1ccc(-n2c(C)cc(-c3cn4cccc(C)c4n3)c2C)cc1
-2	4	-1	1	-0.3	-2	i	-10	-0.5	1	COC(=O)c1sc(S(=O)(=O)NC(Cc2ccccc2)C(=O)O)c(C(=O)OC)c1C (stereo not drawn)
3	5	-5	3	-0.3	-3	i	x	-1.1	1	CCOC(=O)C1(C)CCN1C(=O)c1c(F)cccc1F (stereo not drawn)
0	2	-2	2	-0.4	1	i	-7	1.0	-9	C=CCn1c(CC(=O)OC)csc1=Nc1ccc(C(C)=O)cc1
7	-10	14	3	-0.2	-96	i	-3	1.7	-68	CC1CCCCN1CCNC(=O)c1ccc2c(=O)n(Cc3ccc(Cl)cc3)c(=S)[nH]c2c1 (stereo not drawn)
1	0	1	-4	0.5	2	i	-8	-1.1	0	COc1cccc(/C=N/Nc2nnc(C)n2N)c1OCc1ccccc1Cl
1	4	-9	2	0.0	-10	i	-3	0.1	-3	NCC(=O)NCC(=O)OCc1ccccc1
-3	-7	-14	3	0.9	8	i	-8	0.5	-3	COc1ccc(N(CC(=O)Nc2cccc(SC)c2)S(C)(=O)=O)cc1Cl
-1	1	-3	3	-0.2	1	i	-6	-0.4	4	CCOC(=O)c1nn(-c2ccc(C)cc2)c(=O)cc1OCC(=O)Nc1cccc(OC)c1
0	0	-2	-5	-0.7	-4	i	4	-1.4	7	Cc1ccc(N(CC(=O)N2CCN(c3ccc(F)cc3)CC2)S(=O)(=O)c2c(C)nn(C)c2C)cc1
1	-1	-1	-1	-0.3	-11	i	-2	-0.5	3	COc1ccc(C(CNC(=O)c2cc(S(=O)(=O)N3CCCCC3)ccc2C)N2CCCC2)cc1 (stereo not drawn)
4	2	-1	-5	-0.6	10	i	-13	0.9	-1	Cc1ccc2oc(=O)n(CCCOc3ccccc3)c2c1
-2	-2	-7	-4	-0.9	8	i	0	-0.3	1	NC(=O)c1ncn([C@@H]2O[C@H](CNCc3cc(Br)ccc3OCc3ccccc3)[C@@H](O)[C@H]2O)n1
0	11	16	3	-0.2	-9	i	10	2.5	3	CC(C)C[C@@H](CN1CCC[C@@H]1CN1C(=O)C(=O)NC[C@@H]1Cc1ccccc1)N1C[C@H](Cc2ccccc2)N(CC2CCCCCC2)C(=O)C1=O
0	11	-3	3	-0.8	-49	i	-3	-0.2	2	Cc1ccc(NC(=S)NCc2ccc3c(c2)OCO3)cc1C
-5	-1	-3	-3	-0.2	-3	i	-5	-1.1	4	CCOC(=O)Cn1cc(C(=O)OC)c2ccccc21
-2	3	0	-4	-0.1	-1	i	-2	-1.4	-6	O=C(Nc1ccccc1)c1cc(S(=O)(=O)Nc2cccnc2)ccc1Cl
1	9	4	4	-0.6	11	i	10	0.1	-1	CC(=O)C1=C(O)C(CSCc2ccccc2)N(C)C1=O (stereo not drawn)
-2	1	0	3	-0.7	10	i	-4	0.7	-4	CC(C)c1ccc(/C=C/C(=O)N2CCCCCC2)cc1
-1	-4	-6	8	1.5	9	i	-7	-0.3	3	COC1(OC)C(/C=C/c2ccc(Cl)cc2)C(C#N)(C#N)C1(OC)OC (stereo not drawn)
-9	0	0	6	0.1	6	i	-2	0.1	-1	CC(C)c1cc(NCC2CCCO2)n2c(nc3ccccc32)c1C#N (stereo not drawn)
1	-1	-1	1	0.0	9	i	0	0.2	4	COc1ccc(SCCN2CC[C@@H](C(C)(C)C)CCC2=O)cc1
0	0	-2	-1	-1.1	7	+	1	-2.5	1	O=C(CN1CCN(C(=O)c2cccs2)CC1)NC1CCCCC1
5	5	-4	0	-1.8	8	i	-1	1.1	-6	CCOC(=O)C1C(C(=O)OC)=C(c2ccc(OC)cc2)c2ccc(OC)cc2N1S(=O)(=O)C(F)(F)F (stereo not drawn)
-2	1	-3	0	-0.8	2	i	-1	-1.0	2	CC(C(=O)N1CCOCCOCCOCC1)N1C(=O)c2ccccc2C1=O (stereo not drawn)
1	1	1	2	0.5	-4	i	-15	-0.2	-22	CCCCC(=O)Nc1cccc2c1C(=O)N(c1ccccc1)C2=O
-2	3	-2	-1	-0.7	5	i	41	-0.1	1	O=C(O)c1ccc(NS(=O)(=O)c2ccc3nnn(O)c3c2)cc1
0	-4	-2	2	0.8	-8	i	-7	-2.1	2	O=C(/C(Br)=C/Nc1cc(Cl)ccc1Cl)C(F)(F)F
-1	1	-1	-2	1.0	-2	i	-5	-0.7	1	CN(CC(=O)NCC1CCCO1)S(=O)(=O)c1cc(Cl)ccc1Cl (stereo not drawn)
-1	3	-3	1	0.1	4	i	-8	-3.3	-9	CC1CCCCC1NC(=O)C1CCN(S(=O)(=O)c2cccc3nonc23)CC1 (stereo not drawn)
-4	0	-5	0	0.1	2	i	-9	1.2	-13	O=C(NCC1CCCO1)c1cc([N+](=O)[O-])ccc1Cl (stereo not drawn)
0	5	-11	6	-0.9	-4	i	4	0.6	-4	Cc1ccc(S(=O)(=O)NCCOc2cc(C)ccc2C)cc1
1	11	-2	-10	-1.1	-10	i	14	0.8	0	CCc1cc(C(=O)N2CCCC(CNS(=O)(=O)c3cccs3)C2)n(C)n1 (stereo not drawn)
-4	0	-6	0	-0.2	-3	i	-1	-0.9	1	Cc1nc2ccccc2c(=O)n1NC(=O)Nc1ccccc1
1	4	8	-2	1.3	-17	i	-12	0.7	1	O=C(NCc1ccco1)c1ccc2c(=O)n(CC3CCCO3)c(=S)[nH]c2c1 (stereo not drawn)
0	3	-5	-2	0.2	-2	i	-22	-0.7	-2	CC(C)OP(=O)(OC(C)C)C(Nc1ccccc1)c1cccc([N+](=O)[O-])c1 (stereo not drawn)
1	-2	-2	0	0.1	-8	i	-8	2.6	-2	Cn1nc(-c2ccccc2)c(-c2nc(-c3ccc(Cl)cc3)no2)c1Cl

An excerpt of these results, with two lines to a compound.
Order of results – STEP block | DNMT1 block | NadD inh | CSN deneddyl inh | TbMetRS inhib | PABP1 MLLE inh | Rpn11 block | Scp1 inh | LMPTP block | SUMO1-SIM PPI
> Cc1ccc(S(=O)(=O)NCCOc2cc(C)ccc2C)cc1
→ 0 | 5 | -11 | 6 | -0.9 | -4 | i | 4 | 0.6 | -4
> O=C(NCc1ccco1)c1ccc2c(=O)n(CC3CCCO3)c(=S)[nH]c2c1 (stereo not drawn)
→ 1 | 4 | 8 | -2 | 1.3 | -17 | i | -12 | 0.7 | 1
> O=C(NCC1CCCO1)c1cc([N+](=O)[O-])ccc1Cl (stereo not drawn)
→ -4 | 0 | -5 | 0 | 0.1 | 2 | i | -9 | 1.2 | -13

Retrieved by compound from above:
STEP block	DNMT1 block	NadD inh	CSN deneddyl inh	TbMetRS inhib	PABP1 MLLE inh	Rpn11 block	Scp1 inh	LMPTP block	SUMO1-SIM PPI	SMILES
0	3	-5	-2	0.2	-2	i	-22	-0.7	-2	CC(C)OP(=O)(OC(C)C)C(Nc1ccccc1)c1cccc([N+](=O)[O-])c1 (stereo not drawn)
1	-2	-2	0	0.1	-8	i	-8	2.6	-2	Cn1nc(-c2ccccc2)c(-c2nc(-c3ccc(Cl)cc3)no2)c1Cl
1	4	8	-2	1.3	-17	i	-12	0.7	1	O=C(NCc1ccco1)c1ccc2c(=O)n(CC3CCCO3)c(=S)[nH]c2c1 (stereo not drawn)
